Source: PubChem (Fisher Drug Discovery Resource Center)
NPYLR7 agonist = agonists of mosquito NPYLR7 receptor, primary screen, cell-based, Aedes aegypti, calcium fluorescence, mosquito biting behavior; HEK293T NPYLR7/Galpha15, GCaMP6s calcium fluorescence; AID 1259423, 2018; Aedes aegypti neuropeptide Y-like receptor 7 (NPYLR7); activation, % at 10 µM; 270,000 tested, 0.15% active; in the data active = activation above about 40%;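 also: 0% = vehicle and 100% = reference agonist at the receptor; some compounds past the cut are filed as inactive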
hcGAS lum = Primary biochemical luminescence assay for human cyclic GMP-AMP synthase inhibitors. inhibition, % at 12.5 µM. AID 1259398, 2018. recombinant h-cGAS, ATP depletion, Kinase-Glo luminescence. 290,000 tested, 0.081% active. Q8N884;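 also: 0% = vehicle reaction and 100% = reaction without DNA for no activity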
Target sequence (Q8N884 whole entry, looked up): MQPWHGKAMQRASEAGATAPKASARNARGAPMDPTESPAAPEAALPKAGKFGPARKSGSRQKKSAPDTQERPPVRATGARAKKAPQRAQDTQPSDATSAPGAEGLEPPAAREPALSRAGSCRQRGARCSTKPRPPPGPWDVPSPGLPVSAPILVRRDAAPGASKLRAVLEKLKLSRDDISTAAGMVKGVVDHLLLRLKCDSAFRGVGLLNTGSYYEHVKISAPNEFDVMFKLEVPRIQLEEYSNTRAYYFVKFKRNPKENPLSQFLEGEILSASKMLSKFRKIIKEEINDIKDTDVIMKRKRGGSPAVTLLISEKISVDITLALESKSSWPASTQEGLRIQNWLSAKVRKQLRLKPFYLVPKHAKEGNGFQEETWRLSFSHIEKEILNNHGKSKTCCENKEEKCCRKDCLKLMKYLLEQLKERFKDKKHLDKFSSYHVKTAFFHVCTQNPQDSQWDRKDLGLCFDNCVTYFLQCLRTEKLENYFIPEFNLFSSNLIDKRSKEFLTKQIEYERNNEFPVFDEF
mcGAS inh = cyclic GMP-AMP synthase inhibitors, mouse, primary biochemical chemiluminescence. recombinant cGAS, Kinase-Glo ATP depletion luminescence. AID 1259399, 2018. Q8C6L5. inhibition, % at 12.5 µM. 160,000 tested, 0.15% active;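 also: 0% = negative control wells and 100% = reference inhibitor with no enzyme activity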
Active calls of the source: *; / = no result given; & = joins results of further samples. Rule as the data show it, unless noted: active = inhibition above about 40%; inactive = the rest.

SMILES	NPYLR7 agonist	hcGAS lum	mcGAS inh
CCCCn1c(=O)c2c(nc3n2CC(C)=NN3CC)n(C)c1=O	8	-4	-10
COc1ccc(N=C2SCCCN2C(=S)NC2CC3CCC2C3)cc1OC (centres undefined)	7	-8	-6
Cc1ccc(S(=O)(=O)c2c(C)cc(C)n(CC(=O)NCc3ccc(Cl)cc3)c2=O)cc1C	-8	1	1
Cc1cc(S(=O)(=O)Nc2ccccn2)c(C)cc1Br	5	-6	/
CN1C[C@H]2CN(c3nc(N(C)C)nc4c3CCCC4)C[C@@]2(C(=O)O)C1	/	4	0
CCN1C(=O)NC(c2ccc(F)cc2)C(C(=O)OC)=C1C (centres undefined)	3	1	/
Cc1ccc(CN(CCc2ccccc2)C(=O)CN(CC2CCCO2)C(=O)c2ccc(F)cc2)o1 (centres undefined)	/	2	1
CCn1c(C2CCN(C(=O)CCn3c(C)cccc3=O)CC2)nn(C)c1=O	2	-5	-16
Cc1nc(N2CCCC2)ncc1-c1cc(=O)[nH]c(N2CCCCC2)n1	2	-4	-5
CCc1nc2ccc(C(=O)NC3CCN(C)CC3)cn2c1N(C)CCC(C)C	-7	5	2
CCOc1ccc(-c2n[nH]c(=S)n2CCC(=O)Nc2ccc(C)cn2)cc1	-3	1	/
COc1ccccc1N1CCN(Cc2cccc(OCC(N)=O)c2)C(C)C1 (centres undefined)	0	-3	-5
N#Cc1cccc(OC2CC3CCC(C2)N3C(=O)c2ccc(CSc3cccs3)cc2)c1 (centres undefined)	15	-4	-1
Cc1ccc(S(=O)(=O)N2CCN(CCO)CC2)cc1C	6	-5	/
CCc1nc2sc3c(c2c2nnc(C)n12)CCC3	-6	5	/
Cc1cc(OC(=O)CC(C)(C)C)c([N+](=O)[O-])c(=O)[nH]1	1	-3	-7
CCc1ccc(-c2noc(CSc3nnc(N)s3)n2)cc1	8	-6	/
O=[N+]([O-])c1ccc(/C=N\Nc2nc(-c3ccccc3)c3cc(Cl)ccc3n2)o1	-23	9	-1
CNc1nc(N2CCCCC2)nc(N)c1[N+](=O)[O-]	-1	-2	/
CN1CCN(c2ncccc2CNC(=O)c2cn3cc(Cl)cnc3n2)CC1	-1	-3	/
Cc1ccc(N2C(=O)CSC2c2cccc(C(F)(F)F)c2)cc1F (centres undefined)	-7	-4	/
Cn1c(CCCNC(=O)CCn2ccccc2=O)nc2ccccc21	-1	-8	-14
Cc1ccc(Cl)c(Oc2cc(N3CCCC3)ncn2)c1	-16	-4	-8
COc1ccc2[nH]c3c(c2c1)CCN(C(=O)c1cccnc1Oc1ccc(Cl)cc1)C3c1ccccc1OC (centres undefined)	17	-19	-10
CCOC(=O)c1cc(-c2cccc(NC(=O)c3ccc(C(=O)OC)cc3)c2)n(-c2cccc(C)c2)n1	13	2	-3
COc1ccc2oc(CNC(=O)c3cc(CC(C)C)[nH]n3)nc2c1	12	-1	/
O=C(c1ccccc1[N+](=O)[O-])N(C(=O)N1CCCCC1)c1ccccc1	8	-7	/
C=CCn1c(SCc2ccc(C(=O)NCc3ccc4c(c3)OCO4)cc2)nnc1-c1ccco1	3	-9	-5
Cc1ccccc1COc1cn(CC(=O)NCc2ccc(F)cc2)c(CO)cc1=O	5	-7	-4
Cc1ccc(C2NC(=O)c3c(sc4c3CCN(C)C4)N2)o1 (centres undefined)	19	-5	-2
COc1ccccc1NC(=O)Nc1ccnn1C1CCN(CC2CC=CCC2)CC1 (centres undefined)	7	-11	/
Nc1c(C(=O)NCc2cccs2)c2nc3ccccc3nc2n1/N=C\c1ccccc1	10	-6	-5
Cc1ccc(N2C(=O)CSC2c2cccs2)cc1Cl (centres undefined)	-5	-4	-6
COc1ccc(C(c2ccccn2)N(C)C(=O)C2CCN(S(=O)(=O)c3ccc(C)cc3)CC2)cc1 (centres undefined)	2	-5	-2
Nc1nc(CSc2nnc(N)s2)nc(N2CCOCC2)n1	3	-6	/
O=C(c1ccc(F)cc1F)N1CCC(n2c(=O)oc3ccc(F)cc32)CC1	27	-1	-7

Brought forward from above: 2 entries, then new ones.
SMILES	NPYLR7 agonist	hcGAS lum	mcGAS inh
Nc1nc(CSc2nnc(N)s2)nc(N2CCOCC2)n1	3	-6	/
O=C(c1ccc(F)cc1F)N1CCC(n2c(=O)oc3ccc(F)cc32)CC1	27	-1	-7
O=C(CSCc1ccccc1Cl)N1CC[C@@H](O)C1	-1	-6	/
Cc1ccc(NC(=O)CCc2c(C)nc(SCC(N)=O)nc2C)c(C)c1	-2	2	-1
CCN(CC(C)(C)O)C(=O)c1cc(SC)ccc1C	-11	1	/
Cc1ccc(C2=Nc3nc(C(F)(F)F)nn3C(c3ccc(Cl)cc3)C2)cc1 (centres undefined)	0	-8	-8
O=C(c1ccc(CSc2nnc(-c3ccncc3)n2Cc2ccccc2)cc1)N1CCN(c2ccccc2F)CC1	28	-1	-8
CCN(Cc1ccncc1)Cc1nc(COc2ccccc2)no1	-1	0	/
Cc1cc(CNC(=O)N(C)Cc2ccc(F)c(F)c2)no1	6	-16	/
COc1cccc(CN2CCC(C(=O)Nc3cccc(-c4cccc(F)c4)c3)CC2)c1O	10	-3	-5
CCOC(=O)c1c(C2CC2)csc1NC(=O)COC(=O)C1CCC1	-1	-1	/
COc1ccccc1C(=O)N(CC(=O)N1CCc2sccc2C1c1ccc(C)cc1)C1CC1 (centres undefined)	6	-5	-4
O=[N+]([O-])c1ccc(N2CCN(c3ncnc4[nH]ncc34)CC2)cc1	9	-5	/
COc1cccc(-c2ccc(C(=O)c3ncc[nH]3)cc2)c1OC	7	-4	/
Cc1cc(=O)[nH]c(-n2nc(C3CC3)cc2NC(=O)c2cccc3ccccc23)n1	-2	-8	/
Cc1nn(C2CCS(=O)(=O)C2)c(Cl)c1/C=C1/CCc2ccccc2C1=O (centres undefined)	3	-10	-14
N#Cc1cccnc1Sc1nnc(-c2cccs2)n1CC(N)=O	1	-11	-19
CCOC(=O)CC1COCCN1Cc1cn[nH]c1-c1cc2ccccc2o1 (centres undefined)	1&-3	-9&6	1
Cn1cccc1C1(C(F)(F)F)NCCNC1=O (centres undefined)	0	-11	/
COc1cccc(C2=NN(S(C)(=O)=O)C(c3ccccc3OC)C2)c1 (centres undefined)	1	-5	/
C=CCC(=O)N1CCOC(Cc2ccccc2)C1 (centres undefined)	1	-2	/
COC(=O)CC(=O)N1CCN(CC(OCc2ccc(C(F)(F)F)cc2)c2ccc(Cl)cc2)CC1 (centres undefined)	4	-10	-7
CCN(CC(C)C#N)C(=O)Nc1ccccc1N(C)CC (centres undefined)	4	-6	/
CCOc1ccc(-c2nnc(NC(=O)C(C)(C)C)s2)cc1	-3	-1	-8
Cc1ccc(C)c(S(=O)(=O)NC2(c3ccccc3)CCC2)c1	-23	-6	/
COc1cccc(CNC(=O)CSc2ccc(NC(=O)c3ccc(C)cc3)nn2)c1	-1	9	/

Reprinted from the listing, 23 compounds:
SMILES	NPYLR7 agonist	hcGAS lum	mcGAS inh
Nc1nc(CSc2nnc(N)s2)nc(N2CCOCC2)n1	3	-6	/
O=C(c1ccc(F)cc1F)N1CCC(n2c(=O)oc3ccc(F)cc32)CC1	27	-1	-7
O=C(CSCc1ccccc1Cl)N1CC[C@@H](O)C1	-1	-6	/
Cc1ccc(NC(=O)CCc2c(C)nc(SCC(N)=O)nc2C)c(C)c1	-2	2	-1
CCN(CC(C)(C)O)C(=O)c1cc(SC)ccc1C	-11	1	/
Cc1ccc(C2=Nc3nc(C(F)(F)F)nn3C(c3ccc(Cl)cc3)C2)cc1 (centres undefined)	0	-8	-8
O=C(c1ccc(CSc2nnc(-c3ccncc3)n2Cc2ccccc2)cc1)N1CCN(c2ccccc2F)CC1	28	-1	-8
CCN(Cc1ccncc1)Cc1nc(COc2ccccc2)no1	-1	0	/
Cc1cc(CNC(=O)N(C)Cc2ccc(F)c(F)c2)no1	6	-16	/
COc1cccc(CN2CCC(C(=O)Nc3cccc(-c4cccc(F)c4)c3)CC2)c1O	10	-3	-5
CCOC(=O)c1c(C2CC2)csc1NC(=O)COC(=O)C1CCC1	-1	-1	/
COc1ccccc1C(=O)N(CC(=O)N1CCc2sccc2C1c1ccc(C)cc1)C1CC1 (centres undefined)	6	-5	-4
O=[N+]([O-])c1ccc(N2CCN(c3ncnc4[nH]ncc34)CC2)cc1	9	-5	/
COc1cccc(-c2ccc(C(=O)c3ncc[nH]3)cc2)c1OC	7	-4	/
Cc1cc(=O)[nH]c(-n2nc(C3CC3)cc2NC(=O)c2cccc3ccccc23)n1	-2	-8	/
Cc1nn(C2CCS(=O)(=O)C2)c(Cl)c1/C=C1/CCc2ccccc2C1=O (centres undefined)	3	-10	-14
N#Cc1cccnc1Sc1nnc(-c2cccs2)n1CC(N)=O	1	-11	-19
CCOC(=O)CC1COCCN1Cc1cn[nH]c1-c1cc2ccccc2o1 (centres undefined)	1&-3	-9&6	1
Cn1cccc1C1(C(F)(F)F)NCCNC1=O (centres undefined)	0	-11	/
COc1cccc(C2=NN(S(C)(=O)=O)C(c3ccccc3OC)C2)c1 (centres undefined)	1	-5	/
C=CCC(=O)N1CCOC(Cc2ccccc2)C1 (centres undefined)	1	-2	/
COC(=O)CC(=O)N1CCN(CC(OCc2ccc(C(F)(F)F)cc2)c2ccc(Cl)cc2)CC1 (centres undefined)	4	-10	-7
CCN(CC(C)C#N)C(=O)Nc1ccccc1N(C)CC (centres undefined)	4	-6	/

The list continues:
SMILES	NPYLR7 agonist	hcGAS lum	mcGAS inh
COC(=O)CNC(=O)COC(=O)c1ccc(Br)o1	1	-7	-4
COc1ccc(CN2CCC2(C)C(=O)Nc2cccc(NS(C)(=O)=O)c2)cc1 (centres undefined)	3	-2	/
CC(C)c1ccc(NC(=O)C(C2CCCC2)N2CCN(C(=O)C3CC3)CC2)cc1 (centres undefined)	-4	-7	-4
O=C(NCCCNC(=O)[C@H]1CCCN1C(=O)c1cccc(F)c1)c1ccc(F)cc1	14	-10	-5
CCCOc1cccc(C2c3c(-c4ccccc4O)n[nH]c3C(=O)N2C)c1 (centres undefined)	-10	-3	-6
COCc1nc(NC(C)c2c(C)n[nH]c2C)c2cnn(C)c2n1 (centres undefined)	3	-3	/
Cc1nc2c(c(=O)c3ccccc3n2C)c(=O)n1C1CCCCCC1	8	-4	/
CCOC(=O)C(C)(NC(=O)C1CC1C)C(C)C (centres undefined)	2	-5	-12
COc1cc(Cl)c(S(=O)(=O)N2CCN=C2C)cc1Cl	0	2	/
COc1ccc(C2C(C#N)C(=N)SC(=N)C2C#N)cc1OC (centres undefined)	11&20	1&2	5&6
CN1CC2(CCCN(C(=O)CC3=CSC4=NCCCN34)CC2)OC1=O (centres undefined)	2	-4	-9
COC(=O)C1CCN(C(c2ccc(C)cc2)C2Sc3ncnn3C2=O)CC1 (centres undefined)	5	5	-1
Cc1c(NCc2cccnc2)cccc1C(=O)N1C[C@@H](C)O[C@@H](C)C1	22	-6	-18
COc1ccc2sc(SCc3csc(Cc4ccc(Cl)c(Cl)c4)n3)nc2c1	23	-8	-6
CC1CN(C(=O)CN2CCc3sccc3C2c2cccc(F)c2)CCN1C(=O)Nc1ccc(C(F)(F)F)cc1 (centres undefined)	9	-3	-6
CNC(=O)c1ccc(Nc2c(Oc3ccc(OC)cc3)cnn(-c3ccc(F)cc3)c2=O)cc1	-11	-2	0
CC(C)C(=O)NNC(=O)c1ccc(Br)cc1	12	-1	-4
Cc1cccc(C(=O)N(Cc2cccc(OCc3nc(CO)cs3)c2)C2CC2)c1	23	-1	-4
CC1CN(S(=O)(=O)c2ccc3c(c2)S(=O)(=O)N=CN3)CCO1 (centres undefined)	0	-7	/
CCC(Sc1ncc(S(=O)(=O)c2ccc(C(C)C)cc2)c(=O)[nH]1)C(=O)Nc1ccc(C)cc1 (centres undefined)	-16	3	0
CCc1cc(N2CCN(Cc3ccc(F)cc3)CC2)n2ncnc2n1	/	-7	-7
O=C(O)c1cc2c(s1)CCC2	3	-1	-3
COc1cc(CN2CCn3nc(C(=O)N4CCN(c5cccc(Cl)c5)CC4)cc3C2=O)cc(OC)c1	13	-6	-6
O=C1NCC(=O)N2C[C@H](NC(=O)C3(c4ccc(Cl)cc4)CCC3)C[C@@H]12	-2	0	/
O=[N+]([O-])c1ccc(N2CCCCC2)cn1	0	-6	/
CCCNC(=O)N1CCN(c2cc(Cl)nc(SCC(=O)NCCc3ccc(OC)c(OC)c3)n2)CC1	15	-1	-5
O=C(CSc1nnc(NC(=O)C2CC2)s1)Nc1nnc(-c2ccc(Cl)cc2Cl)s1	0	2	/
C[C@@H]1[C@H]2C[C@@H](C[C@H]1NC(=O)Cc1cnc[nH]1)C2(C)C	7	-2	/
COc1ccc(Cl)cc1N1CCN(Cc2cccc(C(=O)NCCN(C)C)c2)CC1	6	-4	/
CCC(CC)C(=O)N(C)c1c(C)nc2c(OCC=C(C)C)cccn12	0	1	-1
COc1cc(/C=C/c2nc3cc(Cl)ccc3o2)ccc1OCC#N	-1	-2	/
COc1ccc(CC(=O)Nc2ccc(Nc3cc(OC)nc(C)n3)cc2)cc1	11	-11	-8
CCC(=O)C1=C(c2ccc(OC)cc2)N(C(=O)CC)n2cnnc2S1	7	-9	/
N#Cc1cccc(C(=O)Nc2ccccc2Nc2ccccc2)c1	2	-10	/
CCN1C(=S)NC(c2cccc(NC(=O)C3CC3)c2)C(C(=O)OC(C)C)=C1C (centres undefined)	/	-6	-5
CCOC(=O)C1=C(C)NC2=C(C(=O)CCC2)C1c1coc2ccc(Cl)cc2c1=O (centres undefined)	-12	0	-3
O=c1c2cnc3ncnn3c2ccn1-c1ccc(Oc2ccccc2)cc1	0	-9	/
O=C(CCc1cnccn1)NC1CCCc2c1cnn2-c1ccc(F)cc1F (centres undefined)	-6	-5	/
